# Shiga toxin inh = blocks Shiga toxin action in Vero cells; Vero cells, Shiga toxin protein synthesis inhibition reporter; inhibition, % at 38.7 µM; 290,000 tested, 9.2% active; AID 2315; in the data active = inhibition mostly above about 28%, no sharp cut-off; inactive = mostly below about 43%; also: 0% is about no effect
# Pf growth 48h = inhibits P. falciparum growth in the first generation, 48 h | P. falciparum luciferase growth in erythrocytes, 48 h | Potency, µM (titrated, usually from 28.7 µM), for the others: top-dose activity change, negative = inhibition, actives largely listed as inhibitors | 310,000 tested, 5.9% active | AID 504832; also: potency is read from the fitted curve at half-maximal effect; % is scaled to controls: 0 for no effect and ±100 for the full control effect
#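 Erythrocytes infected with P. falciparum carrying an integrated firefly luciferase reporter (2% hematocrit, 0.1% parasitemia final) were exposed to compounds in RPMI 1640 with 0.5% Albumax at 37 C, 5% CO2. Growth inhibition was scored as reduced luminescence.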
# LmPK inhibitor = inhibitors of Leishmania mexicana pyruvate kinase. Q27686. AID 1721. Potency, µM (titrated, usually from 57.5 µM), without a hit: at the highest dose activity change, negative = inhibition, actives largely listed as inhibitors. purified LmPK, Kinase-Glo ATP luminescence, 1 h. 290,000 tested, 0.37% active; also: potency is read from the fitted curve at half-maximal effect; % is scaled to controls: 0 for no effect and ±100 for the full control effect
# Target sequence (Q27686 whole entry, looked up): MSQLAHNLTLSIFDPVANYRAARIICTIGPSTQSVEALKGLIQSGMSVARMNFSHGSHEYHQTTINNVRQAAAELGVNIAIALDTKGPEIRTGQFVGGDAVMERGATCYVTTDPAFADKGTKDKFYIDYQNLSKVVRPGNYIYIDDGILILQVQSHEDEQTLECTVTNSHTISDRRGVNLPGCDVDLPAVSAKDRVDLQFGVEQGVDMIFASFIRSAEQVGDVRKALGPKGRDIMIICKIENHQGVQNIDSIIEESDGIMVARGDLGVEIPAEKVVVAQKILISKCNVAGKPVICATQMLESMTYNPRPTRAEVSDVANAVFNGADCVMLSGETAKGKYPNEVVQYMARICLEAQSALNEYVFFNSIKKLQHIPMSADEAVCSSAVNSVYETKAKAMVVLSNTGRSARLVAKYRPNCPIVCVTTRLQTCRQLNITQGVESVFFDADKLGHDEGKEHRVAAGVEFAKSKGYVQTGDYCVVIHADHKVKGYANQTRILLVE
#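 Kinase-Glo luminescence read after 1 h RT reaction of 0.1 nM LmPK with 0.5 mM PEP and 0.1 mM ADP. Activity scaled between uninhibited and enzyme-free controls.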
# Cycloheximide cs = counter-screen hit for Shiga toxin inhibitors, cycloheximide; cell reporter, cycloheximide protein synthesis inhibition counterscreen; max response, %; 300,000 tested, 12% active; AID 2314; in the data active = max response mostly above about 13%, no sharp cut-off; inactive = mostly below about 14%; also: read at 38.3 µM for the half of the compounds with a filed dose; 0% is about no effect
# AMA1-RON2 inh = disrupts binding of P. falciparum AMA1 to RON2 | AID 720542 | 360,000 tested, 0.2% active | Potency, µM (series often up to 58.2 µM), for inactives: at the highest dose activity change, negative = inhibition, usual class: inhibitors | AlphaScreen AMA1-biotinylated RON2 peptide binding;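 also: potency is read from the fitted curve at half-maximal effect; 0% = vehicle wells and -100% = peptide control; nearly all actives have a fitted effect of over 45% in size; some results filed as inactive show a strong effect at the top dose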
#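 AMA1 (3D7) with his tag at 25 nM final met compounds first, then biotinylated RON2 peptide at 25 nM; detection used donor plus acceptor beads, 10 µg/mL apiece, read by AlphaScreen after 30 min at room temperature.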
# Pf growth 96h = inhibits malaria parasite growth, 96 h; P. falciparum luciferase reporter growth, 96 h; 320,000 tested, 6.9% active; Potency, µM (top dose mostly 28.7 µM), inactives show at the top dose activity change, negative = inhibition, most hits filed as inhibitors; also: potency is read from the fitted curve at half-maximal effect; % is scaled to controls: 0 for no effect and ±100 for the full control effect
#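 Erythrocytes infected with luciferase-expressing P. falciparum were dispensed at 2% hematocrit and 0.05% parasitemia (final), then incubated with compounds 96 hours at 37 C in 5% CO2. Luminescence after detection reagent addition reported growth.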
# Tb PYK inh = T. brucei pyruvate kinase inhibition | Potency, µM (doses to about 76.8 µM), inactives show at the top dose activity, negative = inhibition, usual class: inhibitors | TbPYK enzyme, Kinase-Glo Plus ATP luminescence, 45 min | Q57TT1 | 410,000 tested, 0.12% active; also: potency is read from the fitted curve at half-maximal effect; % is scaled to controls: 0 for no effect and ±100 for the full control effect; nearly all actives have a fitted effect of over 50% in size
#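 Readout: single end-point luminescence (Kinase-Glo Plus, 10 min). Reaction conditions were TbPYK/substrate plus 130 uM ADP, 45 min at RT, pH 7.2 TEA buffer. No-enzyme wells served as controls, and data were normalized before concentration-response fitting.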
# An asterisk follows results filed as active; ? = inconclusive; nt = no result given; & = joins results of further samples; [ ] = remark or other dose. Unless noted, calls follow the shape of the dose curve; as a rule, active = well fitted curve in the direction sought with a large enough effect; inconclusive = small, poorly fitted or top-dose-only effect, or another doubt; inactive = no such curve, though single readings can be large; an effect the other way counts as inactive or inconclusive. Compounds as they come. Share with any hit: about 21%.
# Screens in order: Shiga toxin inh, Pf growth 48h, LmPK inhibitor, Cycloheximide cs, AMA1-RON2 inh, Pf growth 96h, Tb PYK inh
CCOCC(=O)Nc1nnc(SCCOC)s1
→ 19, 9%, 3%, 1, 13%, ?, -4%
CC1CCCCC1NC(=O)CC1Oc2ccccc2NC1=O (centres undefined)
→ -14, nt, 7%, -2, -6%, -20%, -1%
NS(=O)(=O)c1ccc(NC(=O)CSc2nc3ccccc3n2-c2ccccc2)cc1
→ -17, ?, 0%, -7, 2%, ?, -11%
O=C1CC(N2CCCCCC2)C(=O)N1c1ccc2c(c1)OCO2 (centres undefined)
→ 4, 2%, -13%, 10, 2%, 19%, -16%
Cn1c(Cc2nc3ccccc3n2C)nc2ccccc21
→ nt, ?, nt, nt, 40%[activator], 30%[activator], -10%
COc1ccc(C(=O)Nc2ccc(Cl)cc2C(=O)N2CCOCC2)cc1
→ 14, 4%, 1%, -1, 8%, ?, -3%
CC(OC(=O)CNC(=O)COc1ccccc1)C(=O)N(C)Cc1ccccc1 (centres undefined)
→ nt, -16%, nt, nt, -2%, 22%, 0%
CCCCCCCCCC[n+]1cccc(C(=O)N(CC)CC)c1
→ -8, 3.7µM*, -2%, -1, 13%, 3.7µM*, 1%
CC(C)c1nc(Cl)c(C#N)c2c1CSC(C)(C)C2
→ 4, -7%, -2%, -6, -4%, 16%, 1%
CC(NCc1ccc2c(c1)OCO2)C(=O)N1CCc2ccccc21 (centres undefined)
→ -5, 2%, 0%, -3, ?, 14%, 3%

# The list goes on, starting with the last 3 of the part before.
# Screens in order: Shiga toxin inh, Pf growth 48h, LmPK inhibitor, Cycloheximide cs, AMA1-RON2 inh, Pf growth 96h, Tb PYK inh
CCCCCCCCCC[n+]1cccc(C(=O)N(CC)CC)c1
→ -8, 3.7µM*, -2%, -1, 13%, 3.7µM*, 1%
CC(C)c1nc(Cl)c(C#N)c2c1CSC(C)(C)C2
→ 4, -7%, -2%, -6, -4%, 16%, 1%
CC(NCc1ccc2c(c1)OCO2)C(=O)N1CCc2ccccc21 (centres undefined)
→ -5, 2%, 0%, -3, ?, 14%, 3%
O=C(Nc1ccc(N2CCCC2)c(S(=O)(=O)Nc2cccc(C(F)(F)F)c2)c1)c1cccs1
→ -10, ?, -2%, -1, 2%[2.32 µM], 15µM*, -10%
COc1ccc(-c2cc(-c3ccccc3)[n+](C)c(-c3ccccc3)c2)cc1
→ -4, ?, 6%, 0, -10%, ?, -6%
CCOc1cc(C(=O)N2CCCC2)cc(OCC)c1OCC
→ 11, 5%, 2%, 3, -10%, nt, -5%
CCc1cc2c3c([nH]c2cc1S(=O)(=O)N1CCC2(CC1)OCCO2)CCCC3=O
→ -12, ?, 10%, -2, -3%, ?, 2%
O=C(CSCc1ccccc1Br)NC1CC1
→ -18, -9%, -4%, 9, 2%, ?, -5%
Cc1ccc(N2C(=O)[C@@H]3C(C(=O)CN4C(=O)c5ccccc5C4=O)=NN[C@@H]3C2=O)c(C)c1
→ 15, 18%, 0%, 1, -3%, 20%, 11%
COc1cccc(CN(C)S(=O)(=O)c2ccc3c(c2)OCCO3)c1
→ nt, 4%, nt, nt, -7%, 4%, 3%
Brc1ccccc1-n1nnc(-c2cccnc2)n1
→ 33, 39%[activator], -7%, 29*, -7%, 4%, -1%
CC(C)[C@@H](C(=O)NCC1CCCO1)N1C(=O)N2CCc3c([nH]c4ccccc34)[C@@]2(C)C1=O (some centres undefined)
→ -12, ?, -2%, -1, -3%, -64%, -6%
CCN(CC(=O)N1CCN(Cc2ccccc2)CC1)S(=O)(=O)c1ccc(C)cc1
→ -3, -14%, -1%, 1, 17%, ?, 1%

# (listing goes on)
# Screens in order: Shiga toxin inh, Pf growth 48h, LmPK inhibitor, Cycloheximide cs, AMA1-RON2 inh, Pf growth 96h, Tb PYK inh
O=C(NCCCO)C(=O)Nc1ccc2c(c1)N(S(=O)(=O)c1cccs1)CCC2
→ nt, -28%, nt, nt, 1%, 12%, 0%
N/C(Cc1ccc(Cl)cc1Cl)=N\OC(=O)Cc1cccs1
→ 51*, 25%, 3%, 36*, 171%[activator], -3%, -3%
Cc1ccc(C)c(NC(=O)c2ccc[n+](Cc3ccc([N+](=O)[O-])cc3)c2)c1
→ -7, 7%, -5%, -3, -2%, 40%[activator], -2%
COc1ccc(COn2nnc3ccc(S(=O)(=O)N4CCOCC4)cc32)cc1F
→ nt, ?, nt, nt, -4%, ?, 6%
CC1CCN(Cc2nnnn2CCCC(=O)NCCN2CCOCC2)CC1
→ -34, 9%, -9%, 2, 1%, -12%, 13%
CCOc1ccc(Br)c(C2(O)CC(C)N(C)CC2C)c1 (centres undefined)
→ -15, ?, 4%, -2, 5%, ?, -6%
COc1cc(C=C2C(=O)NC(=O)NC2=O)ccc1OCc1ccc([N+](=O)[O-])cc1
→ 102*, 25%, -8%, 59*, 2%, -3%, ?
CC(c1ccccc1)C1NC(C(=O)O)CS1 (centres undefined)
→ 10, 4%, 2%, 8, 2%, -3%, 2%
COC(=O)c1ccccc1NC(=O)CSc1[nH]c(=O)cc(C)c1C#N
→ -6, -10%, 4%, -3, 11%, 31%, -1%
Cn1c(=O)c2c(nc(N3CCOCC3)n2C/C=C/c2ccccc2)n(C)c1=O
→ -7, -6%, -3%, -3, 4%, ?, 9%

# Further records.
# Screens in order: Shiga toxin inh, Pf growth 48h, LmPK inhibitor, Cycloheximide cs, AMA1-RON2 inh, Pf growth 96h, Tb PYK inh
CCOc1ccc(CCNC(=O)COC(=O)c2cccnc2SC)cc1OCC
→ nt, -13%, nt, nt, 13%, 40%[activator], -1%
Brc1ccc(OCCCCCN2CCOCC2)cc1
→ 36, 10%, 0%, 29, 0%, ?, 11%
COc1ccc(C2CC(=O)C(CS(=O)(=O)c3ccccc3)C(=O)C2)cc1 (centres undefined)
→ -2, 11%, -5%, 6, -29%, 124%[activator], 0%
COc1cc(CCC(=O)OCC(=O)NC2CCCC(C)C2C)cc(OC)c1OC (centres undefined)
→ -6, -3%, 2%, -4, -6%, 15%, -3%
CCOC(=O)C(C)Oc1cccc2c(=O)n(CC(=O)NCCc3ccc(OC)c(OC)c3)ccc12 (centres undefined)
→ -12, -20%, -1%, -3, -22%, ?, -6%
c1ccc(CN2CCN(CCOCCOc3ccc4c(c3)CCC4)CC2)cc1
→ -11, 64%[activator], 1%, -3, ?, 228%[activator], 3%
CCN1CCN(CC(=O)N2N=C(c3ccc(OC)cc3)CC2c2ccc(OC)cc2)C(=O)C1=O (centres undefined)
→ -6, ?, 15%, 7, 13%, ?, 0%
CN(Cc1c(F)cccc1Cl)C(=O)CNC(=O)c1ccc2c(c1)OCO2
→ nt, 25%, nt, nt, -19%, 20%, -12%
COCCN(C(=S)Nc1ccccc1C)C(C)c1ccco1 (centres undefined)
→ 15, 9%, -2%, -2, -9%, 0%, -7%
O=C(Nc1ccc(Br)cn1)c1coc(=O)c(Br)c1
→ 49*, 8%, 6%, 45*, -8%, 6%, ?

# The list continues:
# Screens in order: Shiga toxin inh, Pf growth 48h, LmPK inhibitor, Cycloheximide cs, AMA1-RON2 inh, Pf growth 96h, Tb PYK inh
CCN=c1scc(-c2ccccc2)n1/N=C/c1ccccn1
→ 78*, 28%, -7%, 41*, -16%, -58%, -6%
CCOC(=O)c1c(C)[nH]c(C(=O)OCC(=O)c2c(N)n(C)c(=O)n(C)c2=O)c1C
→ -10, 14%, 0%, -1, nt, 33%[activator], nt
O=C(Cn1c(C(F)(F)F)nc2ccccc21)NCCCN1CCOCC1
→ -3, -7%, 4%, -5, 15%, 25%, nt
Cc1nn(S(=O)(=O)c2ccc(F)cc2)c(C)c1S(=O)(=O)N1CCCCC1
→ -4, -2%, -8%, -2, -6%, -7%, 3%&-3%
CCN(CC)S(=O)(=O)c1cc(NC(=O)CCNC(=O)c2ccccc2Cl)ccc1C
→ -2, ?, 7%, -2, -1%[11.6 µM], ?, -1%
O=C(Nc1ccccc1N1CCOCC1)C1CCN(S(=O)(=O)c2ccccc2F)CC1
→ -6, ?, 3%, -3, 17%, ?, -5%
COc1cccc2c(=O)c3cccc(N)c3[nH]c12
→ -2, ?, -14%, -2, 0%[11.6 µM], ?, 0%
O=C(CN1C(=O)C2CCCCC2C1=O)OCc1nnc(-c2ccccc2)o1 (centres undefined)
→ 35, -7%, 2%, 7, 2%, 12%, 0%
CC(=O)c1c(C(C)=O)c(C)n(C(c2ccccc2)c2ccccc2)c1C
→ 24, ?, 5%, 0, 6%, -5%, 0%
Cc1ccccc1NC(=O)OCc1cccnc1Sc1ccc(Cl)cc1
→ -14, ?, 2%, 1, 14%, ?, -13%

# Whole records as entered above. Order of screens: Shiga toxin inh	Pf growth 48h	LmPK inhibitor	Cycloheximide cs	AMA1-RON2 inh	Pf growth 96h	Tb PYK inh
# O=C(NCCCO)C(=O)Nc1ccc2c(c1)N(S(=O)(=O)c1cccs1)CCC2 as listed: nt	-28%	nt	nt	1%	12%	0%
# CC(=O)c1c(C(C)=O)c(C)n(C(c2ccccc2)c2ccccc2)c1C as listed: 24	?	5%	0	6%	-5%	0%
# COC(=O)c1ccccc1NC(=O)CSc1[nH]c(=O)cc(C)c1C#N as listed: -6	-10%	4%	-3	11%	31%	-1%
# O=C(Cn1c(C(F)(F)F)nc2ccccc21)NCCCN1CCOCC1 as listed: -3	-7%	4%	-5	15%	25%	nt
# CCOC(=O)c1c(C)[nH]c(C(=O)OCC(=O)c2c(N)n(C)c(=O)n(C)c2=O)c1C as listed: -10	14%	0%	-1	nt	33%[activator]	nt

# The list goes on:
# Screens in order: Shiga toxin inh, Pf growth 48h, LmPK inhibitor, Cycloheximide cs, AMA1-RON2 inh, Pf growth 96h, Tb PYK inh
Clc1ccc(SCc2cc(-c3ccccc3)on2)cc1
→ 28, 40%[activator], -1%, 6, 27%, 28%, -12%
O=C(O)c1ccc(NCc2ccc(Br)cc2)cc1
→ 7, 75%[activator], -5%, 7, -1%, 11%, 3%
Cc1cccc(C(=O)NCCCN2CCCC2=O)c1
→ -5, nt, 7%, -1, -6%, 32%[activator], -4%
COc1ccc(C2=NS(=O)(=O)N(C)C(C(=O)NC(C)c3ccccc3)=C2)cc1OC (centres undefined)
→ 12, ?, -4%, -1, 10%, 19%, 2%&3%
CSc1nnc(-c2cc[n+](C)cc2)n1CCO
→ -1, 14%, -4%, -2, -2%, 5%, -13%
CCC(C)[C@H](NC(=O)OC(C)(C)C)c1nnc(SCc2c(C)[nH]c(=O)[nH]c2=O)o1 (some centres undefined)
→ -9, ?, 5%, -3, -1%, ?, -7%
CC(NC(=O)C1CCCN1S(=O)(=O)c1ccc2c(c1)n(C)c(=O)c(=O)n2C)c1ccccc1 (centres undefined)
→ 25, -10%, -4%, -3, 0%, 5%, 4%
CCOc1ccc(NC2=NCC(=O)N2Cc2cccs2)cc1
→ 10, ?, -7%, 20, 13%, 14%, -2%
O=C(O)CSc1c2ccccc2cc2ccccc12
→ -10, -4%, 0%, 2, -4%, -27%, -22%
O=C(CCCCCn1c(=S)[nH]c2cc3c(cc2c1=O)OCO3)N1CCN(c2ccccc2)CC1
→ -2, -5%, 4%, -2, 65%[activator], 49%[activator], 36%

# Source: PubChem BioAssay (National Center for Advancing Translational Sciences (NCATS))
